# Wnt bcat act = Wnt/beta-catenin pathway activators, primary screen, cell-based, plate reader, single point; AID 743398, 2014; 300,000 compounds, 1.2% hits; Wnt/beta-catenin reporter cell assay, activator; activation, % at 9.35 µM; in the data active = activation above about 30%, passing the limit was not always enough;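 note: 0% = neutral control wells and 100% = positive control wells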
# phage Ecoli inh = growth loss of phage-infected E. coli, primary screen, RecBCD inhibitor project, absorbance, with phage, HTS. 360,000 compounds, 0.26% hits. inhibition, % at 11.9 µM; in the data active = inhibition above about 11%
# Tat export inh = E. coli Tat export inhibitors, primary screen, MC4100, TorA-mCherry reporter, fluorescence, single point; inhibition, % at 10 µM; 340,000 compounds, 0.036% hits;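 active = mean replicate inhibition at least 50% and at least half of replicates individually reaching 50%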;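 note: exported cargo escapes ClpAP degradation while cytoplasmic cargo is degraded and loses fluorescence; 0% = median of neutral control wells and 100% = median of NaSCN control wells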
# PfHsp90 yeast 2 = growth inhibition of PfHsp90-expressing yeast, primary screen, antimalarial PfHsp90 inhibitor project, S. cerevisiae, BacTiter-Glo luminescence, single point, set 2. BacTiter-Glo ATP, 48 h; yeast lacking PDR1 and PDR3 efflux regulators. inhibition, % at 9.4 µM. 310,000 compounds, 0.32% hits;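 active = every replicate shows inhibition above about 80%, whatever the replicate mean, limit read from the data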;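 note: 0% = DMSO neutral controls and 100% = 20 µM radicicol positive controls; yeast relying on Plasmodium falciparum Hsp90 in place of its own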
# PvdQ inh = P. aeruginosa PvdQ acylase inhibitors, primary screen, biochemical, fluorescence, plate reader and imaging, single point; PvdQ acylase [Pseudomonas aeruginosa LESB58]; purified PvdQ acylase; inhibition, % at 10 µM; 340,000 compounds, 0.063% hits; AID 488965, 2010; in the data active = inhibition above about 30%, passing the limit was not always enough;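 note: 0% = vehicle neutral wells and 100% = reference inhibitor wells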
# E coli growth = E. coli V3065 growth inhibition, primary screen, counter-screen for AddAB inhibitor project, absorbance, OD600; 18 h; inhibition, % at 11.9 µM; 330,000 compounds, 0.27% hits; AID 449728, 2010;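 active = inhibition above the campaign's mean inhibition across all tested compounds plus 3 SD, cut at about 9.9% in these data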;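 note: uninfected addAB+ strain grown without phage in ampicillin broth; 0% = DMSO wells and 100% = ciprofloxacin 0.95 µg/ml wells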
# DAGLB inh = DAGLB lipase inhibitors, primary screen, biochemical, fluorescence, HTS. inhibition, % at 5.17 µM. 340,000 compounds, 0.059% hits. HEK293T DAGLB membrane lysate, EnzChek fluorogenic substrate. Diacylglycerol lipase-beta (Homo sapiens), Q8NCG7. AID 504411, 2011; in the data active = inhibition above about 34%;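 note: 0% = enzyme with vehicle and 100% = wells lacking enzyme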
# Target sequence (Q8NCG7 whole entry, looked up): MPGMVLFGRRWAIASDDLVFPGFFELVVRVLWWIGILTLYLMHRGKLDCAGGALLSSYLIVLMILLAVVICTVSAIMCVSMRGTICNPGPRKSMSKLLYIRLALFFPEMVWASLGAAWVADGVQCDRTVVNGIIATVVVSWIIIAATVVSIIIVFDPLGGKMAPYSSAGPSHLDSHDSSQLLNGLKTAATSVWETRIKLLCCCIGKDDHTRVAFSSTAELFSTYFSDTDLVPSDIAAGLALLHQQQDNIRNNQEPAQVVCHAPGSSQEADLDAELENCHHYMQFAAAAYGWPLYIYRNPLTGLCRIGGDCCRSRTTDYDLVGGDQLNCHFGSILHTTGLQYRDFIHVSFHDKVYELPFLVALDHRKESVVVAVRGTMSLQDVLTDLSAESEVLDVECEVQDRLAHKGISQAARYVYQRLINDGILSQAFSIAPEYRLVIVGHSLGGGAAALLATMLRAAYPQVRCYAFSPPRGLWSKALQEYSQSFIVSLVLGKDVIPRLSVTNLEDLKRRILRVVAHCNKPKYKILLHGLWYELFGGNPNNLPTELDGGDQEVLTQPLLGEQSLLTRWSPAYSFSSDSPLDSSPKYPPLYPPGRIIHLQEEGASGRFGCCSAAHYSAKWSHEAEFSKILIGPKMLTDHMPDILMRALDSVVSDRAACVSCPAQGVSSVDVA
# CAL PDZ FP = CAL PDZ peptide-binding inhibitors, primary screen, biochemical, fluorescence polarization, Cer-tagged CAL PDZ, HTS. 330,000 compounds, 0.02% hits. inhibition, % at 20 µM. purified CAL PDZ, TMR-peptide fluorescence polarization, 1 h. Golgi-associated PDZ and coiled-coil motif-containing protein (Homo sapiens), Q9HD26;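 active = highest replicate inhibition of at least 40%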;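 note: plate controls were DMSO neutral control wells for no effect and unlabeled competitor peptide control wells for full effect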
#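 Test system: tagged CAL PDZ domain / Buffer or medium: sodium phosphate/NaCl buffer pH 7.4 with TCEP, IgG, Thesit / Reagent: TMR-labelled reporter peptide T*-PRC34 bound in PDZ groove / Compound dosing: single point, 20 µM / Schedule: 1 h incubation at room temperature before polarization reading / Technique: fluorescence polarization (mP) / Benchmarks: unlabelled peptide, DMSO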
# Rtt109 Vps75 = inhibitors of C. albicans Rtt109/Vps75 HAT, primary screen, biochemical, ThioGlo CoA-SH fluorescence, plate reader; 330,000 compounds, 0.16% hits; Histone acetyltransferase RTT109 (Candida albicans (strain SC5314 / ATCC MYA-2876)), …; inhibition, % at 34.9 µM; purified Rtt109/Vps75, 4 h; AID 540336, 2011;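 active = inhibition of at least 50% in every replicate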
# Target sequence (Q5AAJ8 whole entry, looked up): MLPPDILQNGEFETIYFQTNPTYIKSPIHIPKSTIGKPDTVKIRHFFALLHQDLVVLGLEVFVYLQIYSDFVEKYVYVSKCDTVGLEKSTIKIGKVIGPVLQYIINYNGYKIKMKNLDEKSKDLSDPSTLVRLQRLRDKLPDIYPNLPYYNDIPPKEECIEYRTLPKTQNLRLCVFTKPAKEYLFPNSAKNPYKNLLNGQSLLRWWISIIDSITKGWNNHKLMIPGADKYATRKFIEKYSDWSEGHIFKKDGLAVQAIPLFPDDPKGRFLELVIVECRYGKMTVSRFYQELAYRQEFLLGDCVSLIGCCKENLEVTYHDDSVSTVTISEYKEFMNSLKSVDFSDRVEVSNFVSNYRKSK
# AddAB inh = growth inhibition of E. coli expressing H. pylori AddAB, primary screen, AddAB inhibitor project, absorbance; inhibition, % at 11.9 µM; 330,000 compounds, 0.29% hits; AID 435030, 2010; in the data active = inhibition above about 12%;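 note: 0% = vehicle wells of infected cells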
# An asterisk follows results filed as active; · = no result given.
mol	Wnt bcat act	phage Ecoli inh	Tat export inh	PfHsp90 yeast 2	PvdQ inh	E coli growth	DAGLB inh	CAL PDZ FP	Rtt109 Vps75	AddAB inh
CCCC(=O)Nc1nnc(SCC(=O)NCc2ccc3c(c2)OCO3)s1	-2	-0.3	-6	·	-17	-1.5	0	-2.7	-8	-1.2
CN1CCN(C(=O)c2ccccc2-c2nc(-c3ccc(Cl)cc3)no2)CC1	2	-0.5	-8	14	-11	0.3	1	-1.4	4	0.2
O=C(CN1CCN(C(=O)c2ccc(-c3nc4ccccc4s3)o2)CC1)Nc1ccc(F)cc1	26	0.9	-7	9	4	0.0	-2	-3.2	5	-1.3
Cc1ccc(N=C2NC(=O)/C(=C/c3cccn3C)S2)cc1	25	-0.5	3	-41	-20	0.7	3	0.8	3	1.6
CN(CC(=O)Nc1ccc(Cl)c(C(F)(F)F)c1)C(=O)Cn1cc([N+](=O)[O-])ccc1=O	-2	0.0	6	7	-1	-0.7	-1	-1.0	-3	-2.1
CCC1(CC)C(=O)C2=C3C1[C@H](C(=O)OC)C=C(C(=O)OC)C[C@H]3[C@H]1C(=O)NC(=O)[C@H]1[C@H]2C (stereo partly drawn)	-4	2.2	-1	8	-5	1.4	2	-0.2	-5	2.8
NC(=O)C1CCN(c2nc3c(S(=O)(=O)c4ccccc4)nnn3c3ccccc23)CC1	-1	-2.4	6	-15	-8	1.5	1	-2.1	6	0.7
COCCn1c(SCC(=O)Nc2ccccc2F)nc2c(c1=O)SCC2	4	1.5	-6	-67	-8	3.4	2	-0.1	-7	3.7
CCNc1nc(NCC)nc(N/N=C/c2ccc(OC)cc2)n1	0	2.9	·	·	·	0.2	·	·	·	0.8
c1ccc(NCc2ccncc2)cc1	-1	2.1	-3	9	1	0.2	-3	-0.6	-11	-0.3
CCCCCn1c(SCc2ccncc2)nc2cc(C(=O)NCc3ccco3)ccc2c1=O	-4	2.1	5	·	-14	-0.7	-7	-4.5	-2	1.8
CC(=O)Nc1cccc(C(=O)Oc2cccc(C)c2)c1O	-3	-0.2	0	-23	-4	0.4	3	·	-2	2.0
Cc1ccc(NC(=S)N2CCCC(O)C2)cc1 (stereo not drawn)	1	2.0	-5	-6	2	-2.0	2	-0.3	·	2.6
CCCCN(CCCC)C(=S)N/N=C/c1c(C)[nH]n(-c2ccccc2)c1=O	·	-2.8	1	-17	-17	2.1	1	-2.4	2	-1.1
CC(C)NC(=O)c1ccccc1NC(=O)C1CC(=O)N(C(C)C)C1 (stereo not drawn)	0	1.6	-11	1	-14	-2.3	0	-3.6	-3	0.8
O=C(CSCc1cccc(CSCC(=O)Nc2ccccc2)n1)Nc1ccccc1	·	2.4	-2	7	-1	0.7	-3	-1.0	-9	1.1
CC(/C=N/NC(=O)c1cnccn1)=C\c1ccco1	7	2.5	·	·	·	2.4	·	·	·	5.5
CCOc1ccc(N2CC(C(=O)NCC(=O)Nc3ccc(F)c(F)c3F)CC2=O)cc1 (stereo not drawn)	-3	-0.8	1	-10	7	0.2	-5	0.5	8	0.9
C=CCOC(=O)C1=C[C@@H](c2ccc(Br)cc2)C[C@@H](OCc2ccc(CO)cc2)O1	-3	1.7	5	6	-3	0.9	-4	-2.2	-5	3.1
C=CCN(CC=C)S(=O)(=O)c1ccc(NC(=S)NC(=O)/C=C/c2cccc3ccccc23)cc1	-2	1.1	-3	-14	5	0.7	-3	-0.1	3	3.2
CC(C)(C)NC(=O)CN1CCC(O)(c2ccccc2)CC1	-2	2.7	3	3	-11	0.1	-1	-1.5	-5	0.2
O=C(NCC1CCCO1)c1nc2c(nnn2Cc2ccccc2Cl)c(=O)[nH]1 (stereo not drawn)	·	-0.1	4	-15	-19	2.1	1	-0.3	2	2.0
O=C(NNc1ccccc1)NC(Cc1ccccc1)C(=O)O (stereo not drawn)	-4	0.2	-4	2	-17	·	-3	0.5	-3	·
O=C(CNC(=O)[C@@H]1Cc2ccccc2CN1)Nc1ccc2c(c1)OCO2	3	1.3	-2	8	11	0.6	0	-2.3	1	2.4
COc1ccc(NC(=O)CCCC(=O)OCC(=O)c2cccc(OC)c2)cc1	1	1.8	-4	5	5	-2.1	1	-3.4	10	2.8
O=C(Cn1nc(C(F)(F)F)cc1C1CC1)NCc1ccccc1F	-6	1.0	0	-14	-2	0.3	-1	-0.3	5	0.9
O=C(COC(=O)c1ccco1)NCc1ccc(Cl)cc1	-1	3.2	-5	·	1	1.1	0	0.3	1	2.4
CC(C)=CCc1c(O)ccc2c1OC(c1ccc(O)c(O)c1)CC2=O (stereo not drawn)	1	4.9	-2	-3	-8	0.5	2	-0.5	-3	5.5
O=C(NC1=NCCS1)c1cccc(Br)c1	42*	-1.8	2	11	9	-0.5	-3	-0.4	-1	5.0
Cc1ccc(OCc2cc(C(=O)N3CCCC3)no2)cn1	11	3.7	6	4	1	4.3	1	1.2	-12	7.8
O=C(NCCCc1ccccc1)c1ccc(F)cc1	·	·	-4	15	-13	0.9	2	0.9	4	3.8
Cc1ccc(CN(C(=O)COc2cccc(C)c2C)C2CCS(=O)(=O)C2)o1 (stereo not drawn)	-2	1.4	-3	-27	-15	0.0	-3	-1.1	0	2.5
O=C1CC(C(=O)N2CCN(c3ccc(F)cc3)CC2)CN1CCc1ccccc1 (stereo not drawn)	-6	0.7	2	12	-10	-0.9	-2	-0.1	-2	0.3
CCc1n[nH]c(=S)n1/N=C/c1ccccc1OCc1ccc(Cl)cc1	9	4.3	2	1	-16	-1.2	-3	-3.3	·	2.0
CC1CC(C)CN(S(=O)(=O)N2CCCC(C(=O)NCCCN3CCOCC3)C2)C1 (stereo not drawn)	2	0.6	-1	2	-11	-3.0	-3	-1.4	-1	1.7
O=C(c1ccc2c(=O)n(Cc3ccccc3)c(=S)[nH]c2c1)N1CCCC1	-3	1.5	0	17	-12	-2.3	2	0.9	-3	0.6
CCC(C)n1ncn(-c2ccc(N3CCN(c4ccc(O)cc4)CC3)cc2)c1=O (stereo not drawn)	4	3.9	-10	-8	-10	1.9	-2	-1.4	-2	1.9
Cc1ccc(NC(=O)CCCCCN2C(=O)[C@@H]3Cc4ccccc4CN3C2=O)c(Cl)c1	1	1.6	1	-21	1	0.2	-5	-2.7	10	2.7
S=c1[nH]nc(-c2ccc(Cl)cc2)n1-c1ccc(Cl)cc1	-3	0.5	5	-3	2	3.5	-3	-2.0	12	-0.2
N#Cc1cccc(OCC(=O)NC(=O)NCc2ccccc2)c1	·	5.3	3	-40	-14	0.5	0	-1.0	-4	0.6
CC(=O)NC1(c2ccccc2)CCN(c2nc(C)cc(C)n2)CC1	·	3.0	-1	-31	-3	-0.8	3	-5.3	·	-0.4
CC(C)CCn1c(CN2CCOCC2)nc2c1c(=O)n(C)c(=O)n2C	1	3.0	1	-6	-2	1.6	-3	-1.0	4	0.3
Cn1ncc2c(NNC(=O)Cc3cccc4ccccc34)ncnc21	-3	4.3	4	-32	-3	-0.5	-2	-1.0	-2	-0.7
CCc1c(C)nc2c(-c3ccccc3)c(-c3ccccc3)[nH]n2c1=O	-1	0.9	-9	-16	-11	-3.7	-2	-3.2	19	-4.7
COc1cc(NC(=O)CSC(=S)N2CCCC2)c(OC)cc1Cl	-1	4.3	5	-16	-7	1.1	-1	-2.5	-2	1.9
Cc1ccc2cc3c(NC(=O)CC(C)C)nn(C)c3nc2c1	·	3.1	-3	-74	-7	-2.6	0	-8.8	4	0.4
O=C(Nc1nnc(SCc2ccc(Cl)cc2)s1)C1CC(=O)N(Cc2ccccc2)C1 (stereo not drawn)	34*	4.2	17	-2	1	-3.1	0	-4.1	·	2.8
NC(=O)C1CCN(C(=O)c2ccc3c(=O)n(Cc4ccco4)c(SCC(=O)c4ccccc4)nc3c2)CC1	0	-0.2	-7	9	12	-2.2	-2	-4.0	0	1.8
C/C(=N/NC(=O)CNc1ccc(Cl)cc1C)c1ccc(C)cc1	-11	4.0	-3	7	-10	1.8	-2	-0.2	-2	0.7
O=C(NNC(=S)Nc1ccc(OC(F)F)cc1)c1cc2c(s1)CCCC2	·	-3.2	-15	-58	4	-1.8	1	-1.1	12	-1.9

# Later entries:
mol	Wnt bcat act	phage Ecoli inh	Tat export inh	PfHsp90 yeast 2	PvdQ inh	E coli growth	DAGLB inh	CAL PDZ FP	Rtt109 Vps75	AddAB inh
CCOc1ccc(C(=O)NNC(=O)CN2C(=O)C3CC=CCC3C2=O)cc1OC (stereo not drawn)	0	0.1	-2	2	-16	0.1	1	-0.3	-7	0.5
COc1cccc(NC(=O)CSc2nc(=O)n(Cc3ccncc3)c3c2CCCC3)c1	-2	1.3	-2	·	-3	-1.9	-1	-2.6	6	-0.8
CCC(C)Cn1c(O)cc2nn(-c3nc4ccccc4s3)c(=O)c-2c1C (stereo not drawn)	-7	-0.4	19	5	1	-2.9	14	1.6	20	-3.0
CCCn1c(C(O)c2cc(OC)ccc2OC)nc2ccccc21 (stereo not drawn)	·	2.8	-8	-23	-23	-3.4	-6	-1.1	-5	-3.2
Cc1ccc(C(=O)C2=C(O)C(=O)N(Cc3ccco3)C2c2ccc(N(C)C)cc2)o1 (stereo not drawn)	20	0.1	-1	14	-5	4.1	3	0.2	21	0.6
Cc1n[nH]c(=O)n1-c1ccc(OCc2ccccc2)cc1	5	4.3	-5	-10	-11	-1.0	0	-0.1	-1	0.8
OCC[C@H]1C[C@@H](O)[C@H](O)[C@]2(CCc3ccccc3CO2)O1	-1	3.7	16	5	-13	0.4	-1	-1.7	-16	5.0
O=C(Nc1cc(S(=O)(=O)N2CCOCC2)ccc1N1CCCCC1)c1cc(-c2ccccn2)nc2ccccc12	-4	0.6	7	·	7	-0.9	-2	-1.1	-5	0.8
CN(CC(=O)Nc1ccc(F)c(F)c1F)C(=O)CC1CCCCC1	-1	1.8	-8	22	-2	-1.9	-4	-1.5	6	0.6
COc1ccc(C(=O)N/N=C/C2CC=CCC2)cc1OC (stereo not drawn)	-1	0.7	-1	-7	-14	2.2	-2	-1.2	2	1.5
CC(=O)c1ccsc1-c1c(C)cc2oc(=O)cc(-c3ccccc3)c2c1C	-1	3.3	4	-31	-8	1.2	-7	-0.3	1	-0.1
C/C(=N\NC(=O)c1nnn(-c2nonc2N)c1-c1ccccc1)c1ccccc1O	-4	0.1	6	-24	-1	-3.0	4	1.6	-3	4.6
Cc1cc(C)c(C(=O)CN2C(=O)NC3(CCC(C)CC3)C2=O)cc1C (stereo not drawn)	-2	1.0	-8	6	6	1.7	-3	-0.9	-12	2.0
COc1cccc(Cn2c(=O)oc3ccccc32)c1	0	2.0	-1	21	3	-1.4	0	-1.4	-10	-0.1
